CRE-bla Fsk: Cell signaling CRE-BLA (Fsk stim); CHO CRE-bla reporter (cAMP response element driving beta-lactamase), forskolin EC10, beta-lactamase ratio; Potency, µM (highest dose often 38.2 µM), inactives show at the highest dose activity change, negative = inhibition, actives largely listed as activators; 71,000 tested, 2.5% active; active means well fitted activation curve with a large enough effect in the signal ratio, with a control signal flat, not every such curve was filed as active; inconclusive means small, poorly fitted or top-dose-only effect, or effect the other way, or a change in a side signal; the % refers to the signal ratio; further: potency means the concentration at half of the fitted maximal effect; % of control where 0% means no effect
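qHTS titration format; CRE-bla CHO reporter; stimulus EC10 NKH 477, a water-soluble forskolin. Read: CCF4 460/530 nm ratio. Potency expressed as AC50 for activators or inhibitors.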
BRCT PPI red: qHTS Assay for Inhibitors of BRCT-Phosphoprotein Interaction (Red Fluorophore); 75,000 tested, 0.03% active; BRCT-phosphopeptide binding, red fluorescence polarization; AID 892, 2007; Breast cancer type 1 susceptibility protein (Homo sapiens), P38398; Potency, µM (highest dose often 76.9 µM), without a hit: at the highest dose activity change, negative = inhibition, hits mostly inhibitors; further: on the % scale 0 is the no-effect control and ±100 the full control effect
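Fluorescence polarization: 100 nM His-tagged BRCA1 BRCT with 100 nM TAMRA-labelled phospho-BACH1 decapeptide, phosphate buffer pH 7.3 with 150 mM NaCl, DTT, 0.01% Tween 20; 12 min RT. Binding inhibition seen as FP decrease.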
HEK293 cAMP cs: qHTS Assay for Agonists of the Thyroid Stimulating Hormone Receptor: Activators of Intracellular cAMP Concentrations in Parental HEK 293 | parental HEK293 CNG cAMP sensor, membrane potential fluorescence | Potency, µM (titrated, usually from 57.1 µM), without a hit: at the top dose activation, usual class: activators | 73,000 tested, 2.5% active; further: potency means the concentration at half of the fitted maximal effect; % of control where 0% means no effect; nearly all actives have a fitted effect of over 55% in size
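Parental HEK 293 cells stably expressing a modified CNG channel (no TSHR) report cAMP rise as membrane depolarization. Membrane potential dye with 100 uM RO 20-1724 was loaded for 60 min at room temperature, then compound added for 30 min; fluorescence read at 590 nm.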
FLuc inh: qHTS Assay for Inhibitors of Firefly Luciferase. Luciferin 4-monooxygenase (Photinus pyralis), P08659. purified firefly luciferase, luminescence, 8 min. Potency, µM (highest dose often 57.1 µM), for inactives: top-dose activity change, negative = inhibition, actives largely listed as inhibitors. 72,000 tested, 2.2% active. AID 411, 2009; further: potency means the concentration at half of the fitted maximal effect; on the % scale 0 is the no-effect control and ±100 the full control effect; nearly all actives have a fitted effect of over 40% in size
Target sequence (P08659 whole entry, looked up): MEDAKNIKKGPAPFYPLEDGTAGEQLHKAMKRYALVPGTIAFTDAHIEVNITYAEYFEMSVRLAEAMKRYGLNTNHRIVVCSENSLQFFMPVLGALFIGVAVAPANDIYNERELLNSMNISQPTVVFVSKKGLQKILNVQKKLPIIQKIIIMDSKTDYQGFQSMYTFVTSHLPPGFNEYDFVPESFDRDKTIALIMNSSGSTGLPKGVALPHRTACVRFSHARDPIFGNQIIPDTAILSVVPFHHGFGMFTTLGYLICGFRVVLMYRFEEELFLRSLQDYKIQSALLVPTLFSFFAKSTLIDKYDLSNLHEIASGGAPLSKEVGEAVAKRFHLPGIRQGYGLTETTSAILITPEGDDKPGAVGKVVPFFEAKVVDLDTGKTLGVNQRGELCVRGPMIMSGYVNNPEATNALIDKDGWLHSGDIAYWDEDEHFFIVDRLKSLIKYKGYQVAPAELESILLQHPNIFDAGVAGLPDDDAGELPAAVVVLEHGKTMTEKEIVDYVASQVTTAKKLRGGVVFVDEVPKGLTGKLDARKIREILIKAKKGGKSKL
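Compounds were tested as concentration series (qHTS) against purified P. pyralis luciferase with luciferin and 10 uM ATP in 50 mM imidazole pH 7.2, 50 mM KCl, 7 mM MgCl2, 0.01% Tween 20, 0.05% BSA. Luminescence was read after 8 min at ambient temperature.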
Casp1 inh: qHTS Assay for Allosteric/Competitive Inhibitors of Caspase-1; P29466; Caspase-1 enzyme, Ac-WEHD-AFC fluorogenic rate; Potency, µM (series often up to 57.5 µM), for the others: at the highest dose activity change, negative = inhibition, hits mostly inhibitors; 75,000 tested, 0.03% active; AID 900, 2007;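 further: potency means the concentration at half of the fitted maximal effect; plate controls were vehicle for no effect and no substrate for full effect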
Target sequence (P29466 120-297 limits assumed): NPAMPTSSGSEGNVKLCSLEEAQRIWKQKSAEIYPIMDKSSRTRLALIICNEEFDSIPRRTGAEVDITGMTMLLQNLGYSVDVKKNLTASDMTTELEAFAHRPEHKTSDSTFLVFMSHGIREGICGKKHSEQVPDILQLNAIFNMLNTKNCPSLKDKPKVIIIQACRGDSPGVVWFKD
Target sequence (P29466 317-404 limits assumed): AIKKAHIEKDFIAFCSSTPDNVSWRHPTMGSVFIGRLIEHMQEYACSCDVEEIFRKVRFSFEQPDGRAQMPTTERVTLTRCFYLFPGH
A350 fluor: qHTS Assay for Spectroscopic Profiling in A350 Spectral Region. AID 590, 2007. 59,000 tested, 11% active. Compound autofluorescence, 340/450 nm, Alexa 350 dye-equivalents; active compounds read high. max dye-equivalent concentration, M; in the data active means max dye-equivalent concentration above about 10 nM; inconclusive means mostly about 1.1 nM to 9.6 nM
Casp7 inh: qHTS Assay for Allosteric/Competitive Inhibitors of Caspase-7; recombinant caspase-7, Ac-DEVD-AFC fluorescence rate; Potency, µM (highest dose often 57.5 µM), inactives show top-dose activity change, negative = inhibition, hits mostly inhibitors; 75,000 tested, 0.02% active; AID 889, 2007; active means well fitted inhibition curve with a large enough effect in the main read-out, with a control signal flat, not every such curve was filed as active; inconclusive means small, poorly fitted or top-dose-only effect, or a change in a side signal; further: potency means the concentration at half of the fitted maximal effect; % of control where 0% means no effect
USP2a inh: qHTS Assay for Inhibitors of Ubiquitin-specific Protease USP2a. USP2a enzymatic assay, qHTS inhibition. Potency, µM (top dose mostly 38.3 µM), without a hit: at the highest dose activity change, negative = inhibition, actives largely listed as inhibitors. Ubiquitin carboxyl-terminal hydrolase 2 (Homo sapiens), O75604. 60,000 tested, 0.1% active. AID 927, 2007;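 further: potency means the concentration at half of the fitted maximal effect; nearly all actives have a fitted effect of over 60% in size; plate controls were DMSO for no effect and NEM full inhibition control for full effect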
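20 nM USP2 core + cpd, 30 min RT; add 20 nM Ub-PLA2/20 uM NBD C6-HPC; read Ex460/Em535 at 0 h and 2.5 h. Normalized to NEM; qHTS curve fit/classification.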
ERK AVP block: qHTS Assay for Inhibitors of the ERK Signaling Pathway using a Homogeneous Screening Assay. AID 995, 2007. 72,000 tested, 0.99% active. Potency, µM (highest dose often 57.5 µM), inactives show at the highest dose activity, negative = inhibition, actives largely listed as inhibitors. HEK293-V1b, vasopressin-stimulated pERK AlphaScreen; further: potency means the concentration at half of the fitted maximal effect; on the % scale 0 is the no-effect control and ±100 the full control effect; nearly all actives have a fitted effect of over 55% in size
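Overnight-seeded V1b-HEK293 cells in 1% FBS got compound, then vasopressin (25 nM final, 5 min, 37C), then lysis buffer. AlphaScreen detection of phospho-ERK; activity normalized to basal and full-stimulation controls.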
Tau filament bind: qHTS Assay for Tau Filament Binding. 71,000 tested, 2% active. Potency, µM (titrated, usually from 57.1 µM), without a hit: at the top dose activity change, negative = inhibition. recombinant tau filaments, thioflavin S fluorescence, 15 h; filaments grown with octadecylsulfate alongside compound. AID 596, 2007. Microtubule-associated protein tau (Homo sapiens), P10636;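 further: potency means the concentration at half of the fitted maximal effect; on the % scale 0 is the no-effect control and ±100 the full control effect; actives lower thioflavin S fluorescence by blocking filaments or displacing dye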
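Tau 2 uM in ThS buffer dispensed; compound added; 60 uM ODS added (finals 1 uM tau, 30 uM ODS); 15 h 37 C; fluor ex450/em510.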
BRCT inh green: qHTS Assay for Inhibitors of BRCT-Phosphoprotein Interaction (Green Fluorophore) | Breast cancer type 1 susceptibility protein (Homo sapiens), P38398 | BRCA1 BRCT-phosphopeptide binding, green fluorescence polarization | Potency, µM (doses to about 76.9 µM), inactives show top-dose activity change, negative = inhibition, usual class: inhibitors | 75,000 tested, 0.05% active | AID 875, 2007;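 further: potency means the concentration at half of the fitted maximal effect; plate controls were peptide without protein for full effect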
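Fluorescence polarization: His-tagged BRCT (~35 kDa BRCA1 C-terminus, 250 nM) bound to 100 nM fluorescein-labeled phosphorylated 10-aa BACH1 peptide, pH 7.3 phosphate buffer with DTT and Tween 20. Compounds incubated 12 min at room temperature; inhibition read as lowered polarization.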
An asterisk follows results filed as active; i = inactive; ? = inconclusive; / = not tested or not shown; [ ] = remark or other dose. Unless noted, the call rests on the fitted dose curve; in most records, active means well fitted curve in the direction sought with a large enough effect; inconclusive means small, poorly fitted or top-dose-only effect, or another doubt; inactive means no such curve, though single readings can be large; an effect the other way counts as inactive or inconclusive.

SMILES	CRE-bla Fsk	BRCT PPI red	HEK293 cAMP cs	FLuc inh	Casp1 inh	A350 fluor	Casp7 inh	USP2a inh	ERK AVP block	Tau filament bind	BRCT inh green
CCC(=O)Nc1ccc2nc(C)n(CC(=O)Nc3ccccc3)c(=O)c2c1	-2%	0.3%	-7%	-1%	-1%	5.2e-08M*	-2%	21%	-7%	13µM*	-0.1%
O=C(CN1C(=O)c2ccccc2S1(=O)=O)NC1CCCC1	-2%	-0.1%	0%	0%	2%	i	1%	-1%	-10%	16%	-2.3%
O=C(Cc1cccs1)NCc1ccccc1	0%	0.2%	-4%	0%	1%	i	1%	1%	-23%	4%	0.4%
CCOC(=O)CSc1nnc(-c2cccc(Br)c2)o1	-1%	-0.8%	14%	1%	-3%	/	-1%	4%	-1%	-7%	-1.0%
O=C(c1ccncc1)N1CCC2(CC1)CN(C(c1ccccc1)c1ccccc1)C2	-14%	-0.3%	10%	1%[11.4 µM]	-3%	i	1%	42%[activator]	3%	6%	-3.0%
O=C(c1ccco1)c1cn(CC(=O)N2CCCCC2)c2ccccc12	9%	0.3%	?	1%	0%	?	1%	6%	-7%	0%	-0.9%
O=c1c(-c2ccccc2)nc2cnc(Oc3ccccc3)nc2n1C1CC1	?	-0.6%	?	0%[11.4 µM]	-13%	i	-20%	103%[activator]	35%[activator]	-22%	-2.0%
CC(C)(C)c1ccc(C(=O)CSc2ncn[nH]2)cc1	?	-3.1%	4%	16µM*	-7%	i	0%	-5%	-4%	-6%	-2.3%
COc1cccc(-c2nc(C(N)=O)c3[nH]c(=O)n(-c4ccccc4)c3n2)c1OC	?	7.0%	-1%	3%	0%	/	1%	/	/	-12%	6.3%
Cc1ccc(NC(=O)CS(=O)CC(=O)N(CC(=O)NC2CCCC2)c2cc(C)ccc2C)cc1 (stereo unspecified)	0%	1.4%	8%	4%	1%	i	0%	16%	1%	1%	-5.5%
Cn1nnc2cc(C(=O)NC(C)(C)C)ccc21	-2%	-1.6%	1%	1%	-1%	i	0%	0%	-16%	-2%	-1.7%
O=C(c1cccs1)N(CC1CCCO1)c1nc(-c2ccccc2)cs1 (stereo unspecified)	-7%	-1.4%	16µM*	3%	0%	i	-3%	-11%	14%	6%	2.4%
C=CCNc1nnc(SCC(=O)N2CCCCC2)c2ccccc12	9%	0.2%	1%	-1%	-11%	1.5e-08M*	-10%	18%	-16%	11%	-0.8%
COCCNC(=O)CSc1nc2cc(OC)c(OC)cc2c(=O)n1Cc1ccco1	?	-0.6%	12%	1%	-3%	i	-1%	68%[activator]	-28%	-3%	4.6%
COc1ccc(OC)c(NC(=O)C2CCN(S(=O)(=O)c3c(C)noc3C)CC2)c1	-3%	-0.6%	-2%	3%	0%	i	1%	8%	21%	4%	0.0%
CCC(=O)N1CCc2cc(Br)cc(S(=O)(=O)NCCN3CCCCC3CC)c21 (stereo unspecified)	4%	-0.2%	26%	0%	0%	?	0%	28%	-3%	18%	-0.2%
CCOC(=O)C(Cc1ccccc1)NS(=O)(=O)c1ccc(NC(C)=O)cc1 (stereo unspecified)	-8%	-0.5%	-5%	0%	0%	?	-1%	3%	-7%	-6%	-0.9%
CCCCCCc1nc2c(=O)[nH]c3ccccc3c2o1	2%	-0.3%	3%	2%	-1%	i	3%	/	-7%	4%	-3.0%
CC(C)(C)C(=O)c1sc(Nc2ccccc2)nc1N	-7%	-0.7%	-3%	13µM*	-1%	i	-1%	5%	-11%	-18%	-2.0%
O=C(Nc1ccc(C(=O)Nc2ccc(C(=O)Nc3ccc(S(=O)(=O)O)c4cc(S(=O)(=O)O)cc(S(=O)(=O)O)c34)cc2)cc1)Nc1ccc(C(=O)Nc2ccc(C(=O)Nc3ccc(S(=O)(=O)O)c4cc(S(=O)(=O)O)cc(S(=O)(=O)O)c34)cc2)cc1	-7%	56%[activator]	-25%	2%	-3%	/	-5%	/	-21%	?	-7.8%
COc1ccccc1N1CCN(C(=O)c2cc(-c3ccc4c(c3)OCO4)on2)CC1	?	0.1%	15%	-1%	1%	i	-4%	12%	12%	46%	0.7%
CS(=O)(=O)Nc1ccc(C(=O)Nc2ccccc2C(=O)N2CCCC2)cc1	?	0.9%	12%	3%	-1%	?	-2%	-6%	-21%	6%	-3.5%
CSc1nnc(-c2ccccc2)o1	4%	-0.8%	0%	0%	-4%	/	-1%	-4%	-14%	8%	-3.1%
Fc1ccc(Nc2ccnc(-c3ccc4c(c3)OCO4)n2)cc1	9%	0.3%	-9%	-5%[2.29 µM]	-3%	i	-2%	140%[activator]	?	33%	-0.7%
c1ccc2c(c1)[nH]c1c(N3CCCC3)ncnc12	?	0.8%	22%	-10%	-2%	?	0%	0%	?	9%	-0.8%
Cc1cc(N2CCCCC2)n2nc(C)c(-c3ccccc3)c2n1	16µM*	-0.4%	38%	-1%	-12%	1.3e-08M*	-8%	-3%	31%[activator]	-14%	-1.2%
Cc1nn(Cc2ccccc2)c(C)c1NC(=O)c1cc(-c2cccs2)on1	-24%	0.2%	12%	6%	-4%	i	-6%	18%	-14%	-2%	-0.8%
COC(=O)CCC(=O)Nc1ccccc1C(N)=O	0%	1.9%	16%	3%	0%	/	1%	-6%	-12%	7%	-2.2%
Cc1cccc(CN2CCN(C(=O)c3ccccc3F)CC2)c1	?	0.4%	3%	1%	0%	i	2%	-11%	-5%	-1%	-2.3%
COc1ccc(S(=O)(=O)N(CC(=O)NCC2CCCO2)c2ccccc2)cc1OC (stereo unspecified)	0%	-0.3%	9%	5%	1%	i	0%	32%[activator]	0%	-6%	1.1%
Cc1cc(C2C(C#N)=C(N)SC(N)=C2C#N)c(C)s1	?	-1.3%	17%	1%	-10%	i	-9%	-10%	-17%	176%	23%
CS(=O)(=O)N(CC(=O)NCCSCc1cccc(Cl)c1)c1ccc2c(c1)OCO2	-8%	0.0%	?	1%	-1%	i	-1%	-1%	-24%	-1%	-1.2%
O=C(C1CCCN1S(=O)(=O)c1ccc(Cl)c(Cl)c1)N1CCCCC1 (stereo unspecified)	?	-1.2%	?	1%	0%	i	0%	6%	1%	-6%	-2.4%
CCNc1nc(SCC(=O)OC)nc(N2CCOCC2)n1	?	0.7%	5%	-25%	2%	i	-1%	1%	-15%	0%	0.4%
Cc1nn(C(=O)c2cccs2)c(C)c1CN1C(=O)c2ccccc2C1=O	10%	-2.1%	10%	1%	1%	i	0%	-3%	0%	-8%	-3.4%
CCCCOc1ccc(-c2nnc(-c3ccncc3)o2)cc1	?	0.2%	?	0%	1%	?	6%	-2%	-3%	-4%	-1.7%

An excerpt from above in order of the BRCT inh green value, rising:
molecule	BRCT inh green
O=C(CN1C(=O)c2ccccc2S1(=O)=O)NC1CCCC1	-2.3%
O=C(c1ccco1)c1cn(CC(=O)N2CCCCC2)c2ccccc12	-0.9%
O=C(Cc1cccs1)NCc1ccccc1	0.4%

Entries of single compounds as entered above.
O=C(C1CCCN1S(=O)(=O)c1ccc(Cl)c(Cl)c1)N1CCCCC1 (stereo unspecified) as listed: CRE-bla Fsk = ?; BRCT PPI red = -1.2%; HEK293 cAMP cs = ?; FLuc inh = 1%; Casp1 inh = 0%; A350 fluor = i; Casp7 inh = 0%; USP2a inh = 6%; ERK AVP block = 1%; Tau filament bind = -6%; BRCT inh green = -2.4%
CCCCOc1ccc(-c2nnc(-c3ccncc3)o2)cc1 as listed: CRE-bla Fsk = ?; BRCT PPI red = 0.2%; HEK293 cAMP cs = ?; FLuc inh = 0%; Casp1 inh = 1%; A350 fluor = ?; Casp7 inh = 6%; USP2a inh = -2%; ERK AVP block = -3%; Tau filament bind = -4%; BRCT inh green = -1.7%

Screens from PubChem.

Compounds were not picked by outcome; 16% or so of the library scored in one or more.
